FBW7 activator – activators of human E3 ligase FBW7 | actives 0.13% (n = 650,000) | AlphaScreen FBW7–phospho-cyclin E peptide binding, activator screen | normalized activity (activation), % at 26.1 µM | Q969H0 | AID 1259310; in the data active = normalized activity above about 1.9%;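 note: purified mutant Fbw7 with reduced substrate affinity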
Target sequence (Q969H0 whole entry, looked up): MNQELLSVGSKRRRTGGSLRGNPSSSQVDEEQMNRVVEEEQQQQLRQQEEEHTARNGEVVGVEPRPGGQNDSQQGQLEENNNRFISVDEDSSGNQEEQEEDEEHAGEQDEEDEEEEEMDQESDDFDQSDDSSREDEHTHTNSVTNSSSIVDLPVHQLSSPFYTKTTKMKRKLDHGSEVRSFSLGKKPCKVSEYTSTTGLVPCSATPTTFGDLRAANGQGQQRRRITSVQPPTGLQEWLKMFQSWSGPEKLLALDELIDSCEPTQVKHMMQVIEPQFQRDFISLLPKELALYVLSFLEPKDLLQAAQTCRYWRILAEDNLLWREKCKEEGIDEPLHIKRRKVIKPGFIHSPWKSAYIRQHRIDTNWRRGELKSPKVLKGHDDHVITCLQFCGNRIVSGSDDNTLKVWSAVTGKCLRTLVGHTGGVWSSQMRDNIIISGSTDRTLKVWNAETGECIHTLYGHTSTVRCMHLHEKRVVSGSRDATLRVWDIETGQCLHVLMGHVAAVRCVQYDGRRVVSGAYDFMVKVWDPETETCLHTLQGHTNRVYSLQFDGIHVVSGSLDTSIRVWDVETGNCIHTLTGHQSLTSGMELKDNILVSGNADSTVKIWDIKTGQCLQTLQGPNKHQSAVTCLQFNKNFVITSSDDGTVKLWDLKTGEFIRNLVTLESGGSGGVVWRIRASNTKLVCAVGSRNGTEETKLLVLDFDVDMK
TEAD-YAP block – TEAD-YAP interaction inhibition; actives 1.4% (n = 640,000); HEK-TIYL cells, TEAD-Gal4/YAP UAS-luciferase luminescence; inhibition, % at 9.12 µM; in the data active = inhibition above about 32%;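 note: 0% = median of test compound wells and 100% = reference inhibitor wells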
MITF inh – inhibitors of human MITF. O75030. AlphaScreen MITF homodimerization, bead proximity signal. inhibition, % at 2.6 µM. actives 0.91% (n = 650,000); in the data active = inhibition above about 50%;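 note: 0% = vehicle wells with protein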
GPR151 ag – human GPR151 activation. Q8TDV0. PathHunter beta-arrestin GPR151 cells, luminescence. activation, % at 11.2 µM. actives 1% (n = 650,000); in the data active = activation above about 4.9%;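 note: 0% = median of compound wells and 100% = cells with positive control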
* hit, by the source's call; nt = not tested or not shown.

smiles,FBW7 activator,TEAD-YAP block,MITF inh,GPR151 ag
COc1ccc(OCC(=O)N2CCN(S(=O)(=O)c3ccc4ccccc4c3)CC2)cc1,0.6,4.3,16.3,-1.1
COC(=O)c1cc(C(=O)OC)cc(-n2c(/C=C/c3ccc(OCc4ccc(Cl)c(Cl)c4)cc3)nc3ccccc3c2=O)c1,-0.1,-4.4,0.0,-1.0
NC(=O)N/N=C/c1cc(Br)ccc1O,-0.1,-10.8,-3.3,1.2
O=C(Nc1ccc(N2CCC(NCc3ccon3)CC2)cc1)c1ccccc1F,1.1,-4.5,11.6,-0.3
CCCCc1c(O)nc(SCCC(=O)O)[nH]c1=O,0.1,6.1,5.6,-0.1
CC(=O)C(C(=O)OC(C)(C)C)C(c1cccs1)C(c1ccccc1)[N+](=O)[O-] (centres undefined),-0.1,3.2,11.8,-0.4
S=C1NCN(Cc2ccco2)CN1c1ccccc1,0.0,7.7,-8.5,0.6
O=C1/C(=C/c2ccncc2)SC(=S)N1C1CCS(=O)(=O)C1 (centres undefined),0.0,1.0,-9.2,1.6
COC(=O)c1ccc(NC(=O)/C(=C\c2cccc([N+](=O)[O-])c2)NC(=O)c2ccccc2)cc1,-0.1,-7.0,-1.4,-0.7
CC(=O)C1C(c2ccccc2)c2c(n[nH]c2C)CC1(C)O (centres undefined),-0.3,4.9,3.8,-1.0
COc1ccc2oc(=O)c(C(=O)Nc3sc4c(c3C#N)CCCC4)cc2c1,0.0,-1.8,1.5,0.8
CC(=O)Oc1ccc2c(=O)c(Oc3ccc(Cl)cc3)coc2c1,-0.2,-18.2,0.9,0.5
N#CCSC1=Nc2ccccc2C2=NC(CC(=O)NCc3ccc4c(c3)OCO4)C(=O)N12 (centres undefined),-0.1,-2.9,-2.8,-1.1
CCc1ccc(-c2ncnn2-c2cccc(Cl)c2C)cc1,-0.1,-6.5,0.0,0.7
O=[N+]([O-])c1ccc(C2NS(=O)(=O)N=C3CCCCCN32)cc1 (centres undefined),0.1,-6.3,10.1,-0.6
COC(=O)c1ccc(C2C(C#N)=C(N)Oc3n[nH]c(-c4ccc(F)cc4)c32)cc1 (centres undefined),-0.2,-4.8,-2.0,-0.5
CCOCCCn1c(=S)[nH]c2cc(C(=O)N3CCC(C(N)=O)CC3)ccc2c1=O,0.0,-7.2,-8.4,0.5
Cc1cc(N)n(-c2ccc(Cl)c(Cl)c2)n1,0.0,-5.6,3.2,3.5
CCCN1CN=C(Nc2nc(C)c3cc(CC)ccc3n2)NC1,0.2,4.3,3.1,-0.7
Cc1cccc(/C=N/NC(=O)c2ccc(F)cc2)n1,-0.1,-30.0,1.3,0.9

Additional records:
smiles,FBW7 activator,TEAD-YAP block,MITF inh,GPR151 ag
Cc1cc(NCCN(C)C)n2nc(C)c(-c3cccs3)c2n1,0.0,-17.4,4.4,0.6
CC(=O)Oc1ccc(C2=N/C(=C\c3ccc(-c4ccc(Cl)cc4Cl)o3)C(=O)O2)cc1,0.2,2.9,16.0,-2.2
COCCNC(=O)Cn1cc(/C=C2\C(=O)NC(=O)N(c3ccccc3)C2=O)c2ccccc21,-0.1,-3.6,-0.6,1.0
C/C(=N/NC(=O)c1ccccc1O)c1cccc(NC(=O)C(F)(F)F)c1,0.1,-35.5,3.2,0.1
Cc1cccc(C(=O)NNc2ncnc3c2cnn3C)c1,1.2,5.3,10.9,0.1
N#Cc1cc2cc3c(cc2nc1NCCCNC(=O)Nc1ccc(F)cc1)OCO3,0.1,-3.4,2.6,-0.3
Cc1cc(C)c(Cc2c(C)nc3c(C(=O)NC4CCCCC4C)cnn3c2C)c(C)c1 (centres undefined),-0.2,7.8,10.2,4.5
Cc1ccc(C2C3=C(CCCC3=O)Nc3nc(SC(C)C)[nH]c(=O)c32)s1 (centres undefined),0.1,-6.1,22.8,-2.1
COc1ccc(C(=O)Nc2ccnn2C2CCN(Cc3cc(C)[nH]n3)CC2)cc1,0.5,13.9,9.4,-1.5
Cc1noc(C)c1S(=O)(=O)N1CCC(C(=O)Nc2ccccn2)CC1,0.0,5.9,-1.9,-0.8
COC(=O)c1ccc(/C=C\c2nc(O)c([N+](=O)[O-])c(=O)[nH]2)cc1,-0.2,-3.9,-18.5,4.0
CCn1c(=O)c2cc(C(=O)NC(C)C)sc2c2ccccc21,0.2,2.8,11.2,-1.7
O=C(/C=C/c1cccc([N+](=O)[O-])c1)N1CCc2ccccc21,-0.1,-25.0,-2.2,3.4
Cc1ccc(S(=O)(=O)Nc2ccc(NC(=O)C3CC=CCC3C(=O)O)cc2)cc1 (centres undefined),0.0,5.2,8.3,1.5
Cc1ccc(-n2c(=S)sc3c(=O)n(-c4ccccc4)c(SCC(=O)Nc4ccc(C)c(Cl)c4)nc32)c(C)c1,0.1,4.1,13.0,0.2
Cc1cccc(NC(=S)NC(C)(C)C)c1,-0.4,-6.0,-1.4,-0.3
Cc1ccc(NC(=O)CC(NCCO)C(=O)O)cc1 (centres undefined),-0.1,-0.1,-7.2,1.8
Oc1ccccc1C=Nc1ccc2ncccc2c1,-0.1,-5.5,-0.8,-0.3
Cn1c(=O)c2c(nc3n2CC(c2ccccc2)=NN3Cc2ccccc2)n(C)c1=O,0.1,7.7,-2.6,0.3
Cc1cccc(NC(=O)CCS(=O)(=O)c2cc3c(cc2Cl)NC(=O)CO3)c1,-0.1,-6.7,-5.3,0.1

Other structures
smiles,FBW7 activator,TEAD-YAP block,MITF inh,GPR151 ag
Cc1[nH]c(=O)[nH]c(=O)c1S(=O)(=O)N1CCCCC1C (centres undefined),0.0,0.1,20.7,-0.8
CCn1c(=O)c2sccc2n2c(CCCC(=O)Nc3ccc(OC)c(Cl)c3)nnc12,0.1,-14.5,-5.9,-0.9
COc1ccc(C(=O)OCC(=O)c2ccccc2Cl)cc1,0.6,-12.1,-6.5,3.7
O=C(NC1CCCC1)c1cc(=O)[nH]c2ccc(S(=O)(=O)N3CCCC3)cc12,0.1,-6.2,-15.9,0.2
COc1ccc(NC(=O)C2=C(C)Nc3ncnn3C2c2ccc(Cl)c(Cl)c2)cc1 (centres undefined),-0.1,1.5,-5.8,0.3
CCN1C(=O)S/C(=C/c2cccc(C(F)(F)F)c2)C1=O,0.1,-0.4,-4.2,1.2
O=C(Nc1sc2c(c1C(=O)Nc1ccccc1)CCCC2)c1ccccc1,-0.3,-4.0,-5.7,0.2
Cc1cc([N+](=O)[O-])c2nc(N)sc2c1,-0.3,-28.3,-16.0,0.6
Nc1nnc(SCC(=O)OCc2nc3ccccc3s2)s1,0.0,6.2,-1.8,-3.2
CCCOc1ccc(N2C(=O)CC(N3CCN(c4ccccc4)CC3)C2=O)cc1 (centres undefined),-0.1,8.4,1.0,0.0
CCOC(=O)COc1ccc(/C=C2\NC(=S)N(C3CCCCC3)C2=O)cc1,-0.1,1.9,-9.6,0.0
O=C(NCc1cccnc1)c1ncoc1-c1ccc2ccccc2c1,-0.2,-1.0,0.4,-0.8
CCOc1ccc(C(=O)Nc2cccc(I)c2)cc1,0.1,18.6,-17.2,-4.8
CCOc1cc(/C=C2/NC(=O)N(Cc3ccccc3F)C2=O)cc(Cl)c1OCC(=O)O,0.1,-1.7,-2.7,-0.7
NC(=O)c1ccc(Oc2ccc(-c3nnco3)cc2)c([N+](=O)[O-])c1,0.2,3.6,-10.6,0.8
COc1cccc(N2C(=O)/C(=C/c3c(OC)cc(OC)cc3OC)C(=O)NC2=S)c1,0.4,10.4,20.6,-0.1
CN(Cc1ccccc1)C(=O)c1cc2n(n1)C(C(F)(F)F)CC(c1ccc(Cl)c(Cl)c1)N2 (centres undefined),0.0,19.7,1.7,0.4
COc1ccc(CCNC(=O)c2sc3ncnc(N4CCN(c5ccccc5)CC4)c3c2C)cc1OC,-0.1,-1.7,-0.1,0.8
O=C(Nc1ccc2oc(-c3cccc(Br)c3)nc2c1)c1cc(Br)ccc1Cl,-0.1,1.1,-2.5,0.2
CC(C)NC(=O)Cn1c(CO)cnc1SCC(=O)N1CCc2ccccc21,-0.1,0.6,19.3,-0.8

Given with two lines to a compound: part of the list above
Second line of a record: FBW7 activator | TEAD-YAP block | MITF inh | GPR151 ag
Nc1nnc(SCC(=O)OCc2nc3ccccc3s2)s1
    0.0 | 6.2 | -1.8 | -3.2
CCCOc1ccc(N2C(=O)CC(N3CCN(c4ccccc4)CC3)C2=O)cc1 (centres undefined)
    -0.1 | 8.4 | 1.0 | 0.0
CCOC(=O)COc1ccc(/C=C2\NC(=S)N(C3CCCCC3)C2=O)cc1
    -0.1 | 1.9 | -9.6 | 0.0
O=C(NCc1cccnc1)c1ncoc1-c1ccc2ccccc2c1
    -0.2 | -1.0 | 0.4 | -0.8

The listing continues.
smiles,FBW7 activator,TEAD-YAP block,MITF inh,GPR151 ag
CCc1c(C)nc2nncn2c1NCc1ccccc1OC,-0.4,12.9,2.5,0.7
O=S1(=O)CC(O)C(Nc2cccc(C(F)(F)F)c2)C1 (centres undefined),0.8,7.9,16.2,-0.9
O=C(c1ccccc1[N+](=O)[O-])N1CCCc2ccccc21,-0.1,-12.7,-5.0,-1.8
CCN(CC)S(=O)(=O)c1ccc(Cl)c(-c2nnc(-c3ccc(C)cc3)o2)c1,0.1,3.3,-0.3,-1.1
CCc1ccc(NC(=O)CSc2nnc(-c3ccncc3)n2CCCN(C)C)cc1,-0.1,3.0,88.2*,-0.7
Cc1cc(C)cc(S(=O)(=O)Nc2ccc(-c3ccc(N4CCCCC4)nn3)cc2)c1,-0.1,9.0,5.5,3.7
CCOC(=O)c1c(NC(=O)CCCOc2ccc(Cl)cc2Cl)sc(C(=O)Nc2ccccc2F)c1C,0.5,-0.4,0.5,-1.0
CNC(=O)C(Cc1ccccc1)N1C(=O)C2C3C=CC(C3)C2C1=O (centres undefined),-0.1,-0.1,-1.7,-0.2
N#Cc1ccc(OCC(=O)N2N=CCC2(O)C(F)(F)F)cc1 (centres undefined),-0.2,11.3,1.1,1.6
O=C(Nc1cccnc1)c1ccc(F)c(S(=O)(=O)N2CCOCC2)c1,0.0,-11.8,-11.1,0.3
Cc1ccccc1N(CC(=O)Nc1ccc(S(=O)(=O)N2CCOCC2)cc1)S(=O)(=O)c1ccccc1,0.6,-8.5,19.2,-0.4
Cc1cccc(NC(=S)NNC(=O)CC(C)O)c1C (centres undefined),0.1,9.3,57.0*,-2.3
Cn1c2c(c3ccccc31)C(C)(C)NC(C)(C)C2,-0.2,0.1,5.9,0.2
COC(=O)c1ccc(S(=O)(=O)N2C3CCC2CC(NC(=O)C2CC2)C3)cc1 (centres undefined),0.1,7.7,0.3,0.8
CCc1cccc(C)c1N(C(=O)Cn1c(CO)nc2ccccc21)C(C)COC (centres undefined),0.2,-2.5,9.7,-0.3
CC1CCCC(NC(=O)C2N(Cc3ccc(F)cc3)C(=O)C3C(C(=O)Nc4cccc(Cl)c4)C4C=CC32O4)C1C (centres undefined),-0.1,-1.6,1.8,0.9
COc1ccccc1NC(=O)C(=O)NNC(=O)COc1ccc2ccccc2c1,-0.2,-7.3,4.1,-1.9
CC(=O)N1CCN(C)CC1,-0.1,nt,4.7,0.5
COc1ccc(S(=O)(=O)NC2CCCCCC2)cc1C,0.0,7.6,10.3,4.2
O=[N+]([O-])c1ccc(N2CCN(Cc3ccc4c(c3)OCO4)CC2)nc1,0.0,0.8,-0.5,-0.3

(next part)
smiles,FBW7 activator,TEAD-YAP block,MITF inh,GPR151 ag
COc1cc2nc(N3CCCCCC3)cc(C)c2c(OC)c1OC,0.1,1.7,7.9,-0.8
O=C(Nc1sc2c(c1C(=O)O)CCCC2)c1ccccc1,0.2,23.2,0.7,-6.1
CCSc1nnc(NC(=O)CC(NC(=O)c2ccccc2)c2cccc(OC)c2)s1 (centres undefined),-0.1,-0.9,-3.7,0.6
CN1CCC(N2CCC(Oc3cccc(C(=O)NC4CCCCCC4)c3)CC2)CC1,0.1,10.3,7.6,1.9
CCCNS(=O)(=O)c1ccc(F)c(C(=O)Nc2ccccc2OC)c1,0.0,-4.8,4.3,-0.4
COc1ccc(NC(=O)Nc2nnc(COc3ccc(Cl)c(C)c3)s2)cc1,0.0,-1.2,4.6,0.0
CC1CCCCC1NC(=O)C1CCCN(S(=O)(=O)c2cccc3nsnc23)C1 (centres undefined),-0.1,-3.5,-9.1,-0.6

Bioassay records: PubChem BioAssay, The Scripps Research Institute Molecular Screening Center
